From PubChem BioAssay
GASC1 inh: inhibitors of GASC-1 (KDM4C) histone demethylase, primary screen, biochemical, single concentration HTS; Lysine-specific demethylase 4C (Homo sapiens), Q9H3R0; GST-KDM4C 2-372, H3K9me3 peptide, LANCE TR-FRET; inhibition, % at 12.5 µM; 96,000 tested, 0.15% active; AID 720574, 2013;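 active = mean replicate inhibition above about 25%, with at least 55% of replicates also reaching it, limit read from the data, passing the limit was not always enough; inconclusive = only one of those two conditions met; inactive = neither condition met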
Target sequence (Q9H3R0 2-372 limits assumed): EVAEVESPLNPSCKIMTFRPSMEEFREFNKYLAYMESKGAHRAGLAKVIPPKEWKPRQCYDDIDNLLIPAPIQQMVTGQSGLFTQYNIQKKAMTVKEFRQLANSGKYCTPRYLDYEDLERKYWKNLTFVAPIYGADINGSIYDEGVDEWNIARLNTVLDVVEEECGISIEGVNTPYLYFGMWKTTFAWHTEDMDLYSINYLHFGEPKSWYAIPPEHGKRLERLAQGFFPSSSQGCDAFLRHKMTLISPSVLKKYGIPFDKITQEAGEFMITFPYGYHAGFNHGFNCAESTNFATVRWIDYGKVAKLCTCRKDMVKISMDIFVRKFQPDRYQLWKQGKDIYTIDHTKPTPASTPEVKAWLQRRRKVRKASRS
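System: N-terminal GST-fused human GASC-1 (KDM4C) fragment, residues 2-372 / Amount: 10 nM GST-KDM4C in enzyme reaction / Also added: H3K9me3 peptide with Fe(II)/2OG / Times: 30 min demethylation and 1 h detection at room temperature / Signal: LANCE TR-FRET / Read-out basis: Fall in 671/618 emission ratio as inhibition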
C diff growth: C. difficile growth inhibitors, primary screen, HTS. Clostridium difficile clinical isolate growth, OD600, 24 h; active compounds read low. growth activity, negative = inhibition, % at 16 µg/mL (by protocol). 86,000 tested, 0.25% active;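 active = mean growth activity at or below -80% and every replicate also at or below -80%; inconclusive = mean at or below -80% but some replicate above -80%; inactive = mean growth activity above -80%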;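 note: 0% = DMSO wells and -100% = levofloxacin 16 µg/mL wells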
T cruzi growth: T. cruzi intracellular proliferation inhibitors, primary screen, cell-based, beta-gal Tulahuen parasites, NIH3T3 host, luminescence | T. cruzi beta-gal in NIH3T3, GalScreen luminescence, 90 h | inhibition, % at 8.34 µM | 77,000 tested, 5.9% active | AID 624255, 2012;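 active = mean inhibition above about 93%, with at least 55% of replicates each passing it, limit read from the data, passing the limit was not always enough; inconclusive = only one of those two conditions holds; inactive = neither condition holds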
Pf Dd2 inh: P. falciparum Dd2 growth inhibitors, primary screen, SYBR Green fluorescence, single dose replicates | AID 1159554, 2015 | 72 h; active compounds read low | activity change, % at 10 µM | 94,000 tested, 2.3% active; in the data active = activity change below about -80%; inconclusive = no clear call, values can overlap the other calls
* hit, by the source's call; ? = inconclusive; . = not tested or not shown; & = joins results of further samples; ! = repeats disagree.

SMILES	GASC1 inh	C diff growth	T cruzi growth	Pf Dd2 inh
COCC(=O)Nc1ccc2c(c1)[C@@H]1C[C@H](CC(=O)N[C@@H](C)c3ccccc3)O[C@@H](CO)[C@@H]1O2	0.5	-11	-2	9
CC(C)CC#Cc1cnc2c(c1)C(=O)N([C@H](C)CO)C[C@@H](C)[C@H](CN(C)C(=O)CCN1CCCCC1)O2	-1.7	8	51	-51
COc1cccc(S(=O)(=O)N(C)C[C@@H]2OCc3ccccc3-c3c(n(C)c4ccccc34)C(=O)N([C@H](C)CO)C[C@H]2C)c1	-9.6	-4	63	-58
COc1cccc(CN2[C@@H](CO)[C@H](c3ccccc3)C23CN(C(=O)C2CC2)C3)c1	0.7	13	.	-76
CCCC(=O)N1C[C@H]2[C@@H](c3ccccc31)[C@H](CO)N2C(=O)Nc1ccc(F)cc1	-0.4	0	54	14
O=C(NCCc1ccccc1)[C@H]1N[C@H]2c3ccc(-c4ccccc4)c(=O)n3C[C@H]2[C@@H]1CO	0.0	-2	87	4
O=C(C[C@H]1CC[C@@H]2[C@H](COC[C@@H](O)CN2C(=O)Nc2cccc(Cl)c2)O1)NCc1ccccc1F	-1.9	72&51	-33	-17
C[C@@H]1CN([C@@H](C)CO)C(=O)c2cc(NC(=O)Nc3cccc4ccccc34)ccc2O[C@@H]1CN(C)S(=O)(=O)c1cn(C)cn1	-1.0	.	22	13
COc1ccc(S(=O)(=O)N(C)C[C@@H]2OCCCC[C@@H](C)Oc3ccc(NC(=O)CCC(F)(F)F)cc3C(=O)N([C@H](C)CO)C[C@H]2C)cc1	-0.3	3	92	-70
O=C(CCN1CCCCC1)N[C@H]1CC[C@@H](CCNS(=O)(=O)c2ccc(Cl)cc2)O[C@H]1CO	-1.1	-2	-6	-8
CCCC(=O)Nc1ccc2c(c1)C(=O)N(C)C[C@H](OC)[C@@H](C)CN(S(=O)(=O)c1cn(C)cn1)[C@H](C)CO2	-1.4	.	44	14
CCS(=O)(=O)Nc1ccc2c(c1)C(=O)N(C)[C@@H]1CC[C@@H](CC(=O)N3CCOCC3)O[C@H]1CO2	1.6	-6	33	0
COc1ccc(NC(=O)Nc2ccc3c(c2)CC(=O)N([C@H](C)CO)C[C@H](C)[C@@H](CN(C)Cc2ccc(Oc4ccccc4)cc2)O3)cc1	-1.7	3	32	-76
COc1cccc(S(=O)(=O)N2CCCCN3[C@H](C2)[C@H](c2ccc(C#CC(C)C)cc2)[C@@H]3CO)c1	-0.5	18	118*	-25
C[C@@H]1CN([C@@H](C)CO)C(=O)c2cc(C#Cc3cccc(F)c3)cnc2O[C@H]1CN(C)C(=O)C1CCCCC1	5.2	-1	117*!	-52&-66
O=C(c1ccccn1)N1CC2(C1)[C@H](c1ccccc1)[C@@H](CO)N2Cc1ccccc1	0.5	-5	.	-39
C[C@@H]1CN([C@H](C)CO)S(=O)(=O)c2ccc(-c3cccc(F)c3)cc2O[C@@H]1CN(C)C(=O)c1cccc(F)c1	-1.1	5	69	-30
C[C@@H]1CN([C@@H](C)CO)S(=O)(=O)c2ccc(C3=CCCC3)cc2O[C@@H]1CN(C)C(=O)CC1CC1	0.6	-6	37	17
CS(=O)(=O)Nc1ccc2c(c1)[C@@H]1C[C@H](CC(=O)N3CCOCC3)O[C@H](CO)[C@@H]1O2	-4.3	2	-12	3
C[C@@H]1CN([C@@H](C)CO)C(=O)Cc2cc(NC(=O)Cc3ccccc3)ccc2O[C@H]1CN(C)S(=O)(=O)c1ccc(F)cc1	-1.7	6	-8	-50
O=C(Cc1cccnc1)N1CC2(C1)[C@@H](c1ccccc1)[C@@H](CO)N2C(=O)C1CCCCC1	-1.4	-4	.	3
C[C@@H]1CN([C@H](C)CO)C(=O)c2cc(NS(=O)(=O)c3ccccc3)ccc2O[C@H]1CN(C)C(=O)Nc1ccccc1	9.2	11	2	14
COc1ccc(NC(=O)Nc2ccc3c(c2)C(=O)N([C@H](C)CO)C[C@@H](C)[C@H](CN(C)C(=O)Nc2ccc(F)cc2)OCCCC[C@@H](C)O3)cc1	-0.8	1	112*	-27
O=C(C[C@@H]1C=C[C@H](NC(=O)c2ccc3c(c2)OCO3)[C@H](CO)O1)NC1Cc2ccccc2C1	-0.3	2	-45	23
C[C@@H]1CN([C@@H](C)CO)C(=O)CCCn2nncc2CO[C@@H]1CN(C)CC1CCCCC1	-4.1	.	-15	2

(more compounds)
SMILES	GASC1 inh	C diff growth	T cruzi growth	Pf Dd2 inh
CCC(=O)N1[C@H](CO)[C@@H](c2ccccc2)C12CN(Cc1cc(F)ccc1F)C2	1.1	11	.	-37
COc1ccc(S(=O)(=O)N(C)C[C@H]2Oc3ccc(NS(=O)(=O)c4cccs4)cc3C(=O)N([C@@H](C)CO)C[C@@H]2C)cc1	0.8	3	7	-36
COc1ccc(S(=O)(=O)Nc2ccc3c(c2)C(=O)N([C@H](C)CO)C[C@@H](C)[C@@H](CN(C)S(C)(=O)=O)OCCCC[C@@H](C)O3)cc1	0.8	2	45	-5
Cc1noc(C)c1NC(=O)N(C)C[C@H]1Oc2ccc(NS(=O)(=O)c3ccc(Cl)cc3)cc2CC(=O)N([C@@H](C)CO)C[C@H]1C	-3.7	-1	12	34
Cc1noc(C)c1NC(=O)Nc1cccc2c1O[C@H](CN(C)Cc1ccc(Oc3ccccc3)cc1)[C@H](C)CN([C@@H](C)CO)C2=O	.	-57	-14	-59
COc1ccc2c3c(n(C)c2c1)[C@@H](CO)N(C(=O)C1CCC1)CC31CN(C(=O)Nc2cccc(F)c2)C1	-2.8	7	.	-87*
C[C@H]1CN([C@@H](C)CO)C(=O)c2cc(/C=C/c3ccccc3)cnc2O[C@H]1CN(C)S(=O)(=O)c1cn(C)cn1	-0.7	-1	30	-2
Cc1ccc(S(=O)(=O)Nc2ccc3c(c2)CC(=O)N([C@H](C)CO)C[C@@H](C)[C@H](CN(C)C(=O)Nc2ccccc2)O3)cc1	1.5	-4	-22	12
C[C@@H]1CN([C@H](C)CO)C(=O)CCCn2nncc2CO[C@@H]1CN(C)Cc1ccccc1C(F)(F)F	0.2	0	45	-8
C[C@@H]1CCCCO[C@H](CN(C)Cc2ccc3c(c2)OCO3)[C@H](C)CN([C@@H](C)CO)C(=O)c2cc(NC(=O)Nc3ccc4c(c3)OCO4)ccc2O1	-0.3	.	87	-77
COCC(=O)Nc1ccc2c(c1)OC[C@@H](C)N(Cc1cccnc1)C[C@@H](C)[C@H](OC)CN(C)C2=O	0.1	-1	.	0
COc1ccc(NC(=O)Nc2ccc3c(c2)C(=O)N([C@H](C)CO)C[C@H](C)[C@H](CN(C)S(C)(=O)=O)OCCCC[C@@H](C)O3)cc1	0.3	4	-23	-1
C[C@@H]1CN([C@@H](C)CO)C(=O)c2cc(C#CC3CCCCC3)cnc2O[C@H]1CN(C)C(=O)Cc1ccccn1	-0.6	-14	.	-12
COc1ccc2c3c([nH]c2c1)[C@H](CO)N(Cc1ccccc1)CC31CN(C(=O)NC(C)C)C1	0.5	1	.	-80
C[C@H]1CN([C@@H](C)CO)C(=O)c2cc(C3=CCCC3)cnc2O[C@@H]1CN(C)C(=O)c1ccc2c(c1)OCO2	0.3	-3	.	-14
COc1ccc(CN(C)C[C@H]2OCCCC[C@@H](C)Oc3ccc(NC(=O)Nc4cccc5ccccc45)cc3C(=O)N([C@@H](C)CO)C[C@H]2C)cc1	-7.0	-18	122	-89*
C[C@@H]1CN([C@@H](C)CO)S(=O)(=O)c2ccc(Br)cc2O[C@H]1CN(C)Cc1cccc(F)c1	1.5	29	?	-25
Cc1ccc(S(=O)(=O)Nc2ccc3c(c2)C(=O)N([C@H](C)CO)C[C@H](C)[C@@H](CN(C)Cc2ccc(C(F)(F)F)cc2)OCCCC[C@@H](C)O3)cc1	0.7	-1	.	-31
COc1ccccc1-c1ccc([C@H]2[C@@H](C#N)N(C(=O)C3CCC3)[C@@H]2CO)cc1	-0.2	-3	95	11
C[C@@H]1CCCCO[C@H](CN(C)C(=O)Nc2ccc(F)cc2)[C@@H](C)CN([C@H](C)CO)C(=O)c2cc(NC(=O)Nc3ccc(C(F)(F)F)cc3)ccc2O1	0.2	4	?	-7
Cc1cc(C(=O)Nc2cccc3c2O[C@H](CN(C)Cc2ccc4c(c2)OCO4)[C@H](C)CN([C@H](C)CO)C3=O)n(C)n1	0.4	3	21	1
CC(C)CC#Cc1ccc2c(c1)O[C@@H](CN(C)C(=O)Nc1ccccc1F)[C@@H](C)CN([C@H](C)CO)S2(=O)=O	-1.6	-6	108*	-78
COc1ccc2c3c(n(C)c2c1)[C@@H](CO)N(C)CC31CN(C(=O)c2cccnc2)C1	1.3	2	.	-12
O=C(NCC[C@@H]1CC[C@H](NS(=O)(=O)c2ccccc2)[C@@H](CO)O1)c1cc(Cl)cc(Cl)c1	0.9	.	60	-20
CC(C)CC#Cc1cnc2c(c1)C(=O)N([C@H](C)CO)C[C@H](C)[C@@H](CN(C)C(=O)c1cnccn1)O2	1.7	-4	27	0

Arranged by formula weight (largest number first): eight of the compounds above.
SMILES	GASC1 inh	C diff growth	T cruzi growth	Pf Dd2 inh
COc1ccc(CN(C)C[C@H]2OCCCC[C@@H](C)Oc3ccc(NC(=O)Nc4cccc5ccccc45)cc3C(=O)N([C@@H](C)CO)C[C@H]2C)cc1	-7.0	-18	122	-89*
Cc1noc(C)c1NC(=O)N(C)C[C@H]1Oc2ccc(NS(=O)(=O)c3ccc(Cl)cc3)cc2CC(=O)N([C@@H](C)CO)C[C@H]1C	-3.7	-1	12	34
Cc1noc(C)c1NC(=O)Nc1cccc2c1O[C@H](CN(C)Cc1ccc(Oc3ccccc3)cc1)[C@H](C)CN([C@@H](C)CO)C2=O	.	-57	-14	-59
COc1ccc(S(=O)(=O)N(C)C[C@H]2Oc3ccc(NS(=O)(=O)c4cccs4)cc3C(=O)N([C@@H](C)CO)C[C@@H]2C)cc1	0.8	3	7	-36
C[C@@H]1CN([C@@H](C)CO)S(=O)(=O)c2ccc(Br)cc2O[C@H]1CN(C)Cc1cccc(F)c1	1.5	29	?	-25
C[C@H]1CN([C@@H](C)CO)C(=O)c2cc(C3=CCCC3)cnc2O[C@@H]1CN(C)C(=O)c1ccc2c(c1)OCO2	0.3	-3	.	-14
COCC(=O)Nc1ccc2c(c1)OC[C@@H](C)N(Cc1cccnc1)C[C@@H](C)[C@H](OC)CN(C)C2=O	0.1	-1	.	0
COc1ccccc1-c1ccc([C@H]2[C@@H](C#N)N(C(=O)C3CCC3)[C@@H]2CO)cc1	-0.2	-3	95	11

Further entries.
SMILES	GASC1 inh	C diff growth	T cruzi growth	Pf Dd2 inh
C[C@H]1CN([C@@H](C)CO)C(=O)c2cc(C#CC3(O)CCCC3)cnc2O[C@H]1CN(C)Cc1ccncc1	-0.2	1	19	27
CN1C(=O)c2cc(NC(=O)C3CCCC3)ccc2OC[C@@H]2O[C@H](CC(=O)NCC(F)(F)F)CC[C@H]21	-0.2	-3	-43	4
C[C@H](CO)N1C[C@H](C)[C@H](CN(C)Cc2ccc(C(F)(F)F)cc2)OCCCC[C@H](C)Oc2ccc(N(C)C)cc2C1=O	3.9	19	62	-15
C[C@H](CO)N1C[C@H](C)[C@H](CN(C)C(=O)NC2CCCCC2)OCCCC[C@H](C)Oc2ccc(NS(=O)(=O)c3cn(C)cn3)cc2C1=O	1.8	5	60	-24
C[C@@H]1CN([C@@H](C)CO)C(=O)c2cc(C#CC(C)(C)O)cnc2O[C@@H]1CN(C)Cc1ccccn1	0.0	3	.	74
CS(=O)(=O)N1CC(=O)N2[C@H](C1)[C@@H](c1ccc(C#Cc3ccc(F)cc3)cc1)[C@@H]2CO	-0.7	-8	.	-4
O=C(C[C@@H]1CC[C@H]2[C@@H](COC[C@H](O)CN2CC2CCCC2)O1)NCC1CC1	0.1	0	.	-14
O=C(C[C@@H]1C[C@H]2c3cc(NC(=O)NC4CCCC4)ccc3O[C@H]2[C@@H](CO)O1)NCc1ccc(Cl)cc1	-3.2	-3	36	4
C[C@H](CO)N1C[C@H](C)[C@@H](CN(C)C)Oc2cc(C#Cc3cccnc3)ccc2S1(=O)=O	0.9	-5	-7	-30
C[C@@H]1CN([C@H](C)CO)C(=O)c2cc(NC(=O)Cn3cnnn3)ccc2O[C@@H]1CN(C)S(=O)(=O)c1cn(C)cn1	1.6	.	16	29
COC(=O)C[C@@H]1CC[C@@H]2[C@H](COc3ccc(NC(=O)c4cccs4)cc3C(=O)N2C)O1	0.9	0	6	-14
CCCNC(=O)Nc1ccc2c(c1)OC[C@H](C)N(Cc1ccccn1)C[C@H](C)[C@H](OC)CN(C)C2=O	5.1	.	39	-19
C[C@H](CO)N1C[C@H](C)[C@@H](CN(C)Cc2ccc(Oc3ccccc3)cc2)Oc2c(NC(=O)CCCCCC(=O)Nc3ccccc3N)cccc2C1=O	-0.1	-1	.	-90*
COc1ccccc1NC(=O)N1C[C@H](O)COC[C@@H]2O[C@@H](CC(=O)N3CCC(Cc4ccccc4)CC3)CC[C@H]21	3.9	-13&-31	20	1

Rows are unselected (roughly 7.3% active in at least one column).
